From PubChem BioAssay
esBAF inh = blocks esBAF chromatin remodeling in mouse ES cells; Bmi1-luciferase knock-in reporter, 24 h; 100% = twice the neutral-well signal; reporter increase, % at 12.5 µM; hit rate 2% among 350,000; AID 602393; in the data active = activation above about 40%;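 note: 0% = median of the plate's neutral control wells and 100% = double that signal; a rise in the Bmi1 reporter signal indicates esBAF inhibition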
RAD52 anneal inh = inhibitors of human RAD52 DNA annealing. P43351. inhibition, % at 18.7 µM. recombinant RAD52 DNA annealing, FRET fluorescence. hit rate 0.46% among 360,000;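 active = every replicate showing at least 50% inhibition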
ERAP1 HTS inh = inhibitors of human ERAP1 aminopeptidase. inhibition, % at 10.7 µM. recombinant ERAP1, Leu-AMC fluorescence, 60 min. hit rate 0.15% among 340,000. Q9NZ08. AID 652197;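 active = mean replicate inhibition of at least 30%, or all replicates individually reaching that 30% level; inactive = mean below 30% and not every replicate reaching it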;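 note: 0% = neutral control wells and 100% = L-leucinethiol positive control wells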
Target sequence (Q9NZ08 whole entry, looked up): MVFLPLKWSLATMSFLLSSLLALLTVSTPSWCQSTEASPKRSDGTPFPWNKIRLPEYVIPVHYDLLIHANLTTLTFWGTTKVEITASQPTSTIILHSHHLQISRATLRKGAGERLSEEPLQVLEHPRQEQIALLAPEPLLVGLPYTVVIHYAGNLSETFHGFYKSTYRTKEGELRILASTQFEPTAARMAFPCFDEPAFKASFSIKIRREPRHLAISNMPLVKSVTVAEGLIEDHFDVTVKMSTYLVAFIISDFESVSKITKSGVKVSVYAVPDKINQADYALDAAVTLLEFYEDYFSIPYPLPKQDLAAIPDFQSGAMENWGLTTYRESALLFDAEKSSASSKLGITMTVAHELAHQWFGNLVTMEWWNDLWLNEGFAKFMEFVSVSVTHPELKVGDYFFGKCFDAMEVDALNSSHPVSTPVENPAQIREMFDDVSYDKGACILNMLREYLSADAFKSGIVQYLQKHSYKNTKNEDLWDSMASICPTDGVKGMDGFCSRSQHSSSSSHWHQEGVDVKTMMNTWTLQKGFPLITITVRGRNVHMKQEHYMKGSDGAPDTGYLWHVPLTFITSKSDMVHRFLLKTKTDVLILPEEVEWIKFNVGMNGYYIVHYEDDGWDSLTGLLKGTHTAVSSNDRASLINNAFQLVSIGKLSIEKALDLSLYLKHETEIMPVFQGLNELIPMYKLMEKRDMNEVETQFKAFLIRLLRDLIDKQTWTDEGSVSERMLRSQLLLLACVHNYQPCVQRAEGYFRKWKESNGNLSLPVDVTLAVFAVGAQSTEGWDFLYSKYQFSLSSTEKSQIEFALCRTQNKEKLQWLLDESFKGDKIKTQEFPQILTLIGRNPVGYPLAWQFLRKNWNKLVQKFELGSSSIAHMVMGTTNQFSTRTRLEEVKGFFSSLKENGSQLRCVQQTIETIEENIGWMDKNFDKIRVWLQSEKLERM
RAD54 branch = inhibitors of human RAD54 branch migration. hit rate 0.14% among 360,000. Q92698. inhibition, % at 10.4 µM. RAD54 Holliday junction branch migration, FAM/BHQ fluorescence;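 active = mean normalized replicate activity at least 40 and at least half of replicates scoring 40 or more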;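 note: 0% = median of neutral control wells and 100% = median of positive control wells; inhibitors cause a drop in the FAM fluorescence signal; in these data hits start at about 50%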
ARNT TACC3 PPI = ARNT/TACC3 interaction disruption. inhibition, % at 9.99 µM. AlphaScreen His-ARNT PAS-B/GST-TACC3 binding, luminescence; TACC3 fragment carries E629A point mutation. hit rate 0.66% among 390,000. Q9Y6A5;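 active = mean inhibition of replicates at least 50% and at least half of replicates each reaching 50%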;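 note: 0% = complete ARNT plus TACC3 wells and 100% = ARNT alone without TACC3; many hits fall short of the cut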
F508del corr = CFTR F508del correction in bronchial cells; CFBE cells, YFP halide quenching; stimulated with forskolin plus potentiator P3; % fluorescence drop versus neutral controls; activity (quench increase), % at 7.58 µM; hit rate 0.36% among 350,000;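 active = mean added fluorescence quench of at least 8% versus neutral control, with both replicates also reaching 8%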;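 note: cells transiently co-express mutant CFTR-F508del with the halide-sensitive YFP; corrector assay measuring rescue of mutant channel to the surface after 24 h compound exposure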
GSIS activator = primary screen for activators of insulin secretion dependent on glucose, INS-1E cells, GLuc reporter luminescence | INS-1E GLuc reporter insulin secretion, 2-3 h | activation, % at 16.6 µM | hit rate 0.61% among 370,000;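 active = lowest replicate activation of at least 40%, so every replicate reaches that level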;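 note: 0% = median of neutral control wells and 100% = median of IBMX positive control wells; some compounds called inactive have numbers as strong as hits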
XiGFP reactiv = reactivates the inactive X chromosome in mouse fibroblasts; XiGFP mouse fibroblasts, % GFP-positive cells imaging, 3 d; cells co-treated with 5-aza-dC sensitizer; scaled so ellipticine positive control = 100%; activation, % at 7.58 µM; hit rate 0.055% among 360,000;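 active = mean normalized replicate activation at least 10% and every replicate at or above 10%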;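 note: 0% = median of on-plate neutral control wells and 100% = ellipticine 6 µM median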
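Material: SV40-immortalized XiGFP fibroblast cells, line 68-5-11 | Buffer or medium: DMEM containing 5-aza-dC | Dosing: One concentration, pinned | Times: 3 d treatment, 15 min room-temperature fixation | Controls: Ellipticine 6 µM positive control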
* hit, by the source's call; x = no result given.

SMILES | esBAF inh | RAD52 anneal inh | ERAP1 HTS inh | RAD54 branch | ARNT TACC3 PPI | F508del corr | GSIS activator | XiGFP reactiv
COC(=O)Nc1ccc(S(=O)(=O)N2CCCC(C(=O)N3CC(C)OC(C)C3)C2)cc1 (stereo not given) | -3 | -13 | x | 2 | -3 | -0.3 | -1 | 0.0
O=C(c1cccc(F)c1)N1CCN(Cc2ccc3c(c2)OCO3)CC1 | -5 | 1 | 3 | -3 | -2 | 1.3 | 23 | 0.1
O=C(Nc1ccc(-c2csc(Nc3cccc(C(F)(F)F)c3)n2)cc1)c1ccccc1 | 0 | -6 | x | -11 | 9 | 0.0 | 9 | -0.2
COc1ccc(NC(=O)c2ccc3c(c2)NC(=O)CS3)cc1S(=O)(=O)Nc1ccc(Br)cc1 | 0 | -13 | 3 | 2 | x | -2.3 | 5 | 0.1
O=C(Cc1ccccc1F)Nc1ccccc1N1CCCC1 | 3 | -6 | -3 | 0 | -3 | 2.1 | 1 | 0.6
COc1ccc(NC(=S)N(CCN2CCOCC2)C2CCN(C(C)=O)CC2)cc1Cl | -2 | 1 | x | 2 | 7 | -1.1 | -9 | -0.2
Cc1cccc(C(=O)NCCC(=O)Nc2ccc(F)c([N+](=O)[O-])c2)c1 | -3 | -1 | -4 | 8 | 6 | -2.4 | -3 | 0.3
O=C(NCCN1CCCC1)[C@@H]1[C@@H](CO)[C@@H]2Cn3c(cccc3=O)[C@H]1N2C(=O)NC1CCCC1 | x | 10 | -1 | x | x | -1.9 | 5 | 0.1
CO[C@H]1CN(C)C(=O)c2cc(NC(=O)NC3CCCCC3)ccc2OC[C@H](C)N(CC2CC2)C[C@H]1C | 2 | 0 | -4 | 5 | -4 | -0.4 | -4 | 0.1
O=C(Cn1ccc([N+](=O)[O-])n1)Nc1ccccn1 | 3 | -12 | -5 | x | 0 | 1.5 | -17 | -0.2
O=C(c1cccc(S(=O)(=O)N2CCc3ccccc32)c1)N1CCN(c2ccccn2)CC1 | x | -7 | -1 | x | 0 | 5.0 | 0 | 0.0
CCOC(=O)C1=C(CN2CCN(C(=O)c3ccco3)CC2)NC(=O)NC1c1ccc(OC)cc1 (stereo not given) | -2 | -5 | -3 | -7 | -2 | 1.5 | 12 | 0.2
COc1ccc(C(=O)NNC2=Nc3cccc4cccc2c34)cc1 | x | -83 | 0 | x | -5 | 0.8 | 11 | 1.2
COCOCCn1cc(CN2CCS(=O)(=O)N(Cc3ccc(-c4ccc(Cl)cc4)cc3)C(C)C2=O)nn1 (stereo not given) | 6 | -9 | -1 | 2 | x | 1.2 | 2 | 0.5
C/C=C/c1ccc([C@@H]2[C@H]3CN(Cc4ccc(F)cc4)CC(=O)N3[C@H]2CO)cc1 | x | -8 | -2 | x | x | -3.3 | -28 | 0.0
COc1ccccc1/C=C/c1nc(S(=O)(=O)c2ccccc2)c(N2CCC(C(N)=O)CC2)o1 | 1 | -7 | 1 | -4 | -7 | -3.4 | -5 | 0.2
COc1ccc(C(=O)COC(=O)CN2C(=O)C3C4CCC(C4)C3C2=O)cc1 (stereo not given) | -3 | -11 | -2 | -7 | -13 | 0.7 | 10 | 0.0
Cc1ccc(NC(=S)Nc2ccc(Br)cc2)cc1 | 18 | -15 | 0 | -2 | 5 | x | -51 | x
CC1=CC(C)(C)N2C(=O)C3(C(C#N)=C(N)OC4=C3C(=O)CC(C)(C)C4)c3cc(C)cc1c32 (stereo not given) | -2 | x | x | -9 | -2 | x | -11 | x
CSc1cccc(NC(=S)N(CCC(C)C)C2CCN(C(C)=O)CC2)c1 | 6 | -11 | x | x | 3 | -1.2 | -5 | 0.5
S=c1[nH]nc(-c2cc(-c3ccsc3)n[nH]2)n1-c1cccc2ccccc12 | 3 | -5 | -9 | 4 | x | 1.0 | 0 | 0.2
CC1(c2cccc3ccccc23)NC(=O)N(CC(=O)NC2CCS(=O)(=O)C2)C1=O (stereo not given) | x | -3 | 12 | x | -7 | x | 18 | 0.4
CSCC[C@H](NC(=O)[C@H]1CC[C@H](CNC(=O)[C@@H]2CCCN2)CC1)C(=O)O | -6 | -8 | -8 | 4 | 3 | 0.1 | 7 | 0.0
CCn1cc(C(=O)NC2CCCCCC2)c(=O)c2ccc(C)nc21 | -6 | -12 | -2 | -10 | x | -0.5 | 4 | 0.1
COc1ccc(S(=O)(=O)Nc2ccc3c(c2)CC(=O)N([C@@H](C)CO)C[C@@H](C)[C@@H](CN(C)S(=O)(=O)c2c(C)noc2C)O3)cc1 | -4 | 13 | 3 | 4 | -10 | -0.8 | -12 | -0.2
Later entries:
SMILES | esBAF inh | RAD52 anneal inh | ERAP1 HTS inh | RAD54 branch | ARNT TACC3 PPI | F508del corr | GSIS activator | XiGFP reactiv
CC(=O)OC(C(=O)NC1CCCCC1)c1ccc(Cl)cc1 (stereo not given) | -1 | x | x | 2 | -1 | x | 27 | x
O=C1C(=Cc2cccs2)Oc2ccccc21 | 4 | -7 | 1 | -3 | -4 | -1.4 | x | 0.0
C[C@H](O)C#Cc1ccc2c(c1)O[C@@H](CN(C)Cc1ccncc1)[C@H](C)CN([C@@H](C)CO)S2(=O)=O | -5 | 3 | -2 | 3 | 2 | -1.4 | 11 | -1.3
CNc1c(NS(=O)(=O)c2ccc(Cl)cc2)c(=O)oc2ccccc12 | 0 | -25 | -4 | 0 | -19 | -2.4 | 1 | 0.0
CO[C@@H]1CC[C@H]2CCN(C)C(=O)[C@H](C)CN(C)C(=O)c3cccc(C#N)c3OC[C@@H]1O2 | -7 | 2 | -1 | 1 | 3 | x | 1 | 0.1
O=C(NNC(=O)c1ccc(O)c(Cl)c1)c1cccc(S(=O)(=O)N2CCOCC2)c1 | -8 | 6 | -1 | x | 2 | -0.8 | -2 | 0.0
Cc1ccc(C)c(NC(=O)Nn2cnnc2)c1 | -14 | 1 | -1 | -10 | x | -0.5 | 1 | 0.0
CC1CC(C)CN(CCCNC(=O)CN2C(=O)c3cccnc3Oc3ccccc32)C1 (stereo not given) | -1 | -6 | -3 | 8 | -5 | 1.9 | 26 | 0.0
O=C(Nc1ccccc1)C1C2/C=C\CCCCC21 (stereo not given) | x | -18 | -1 | x | x | 3.4 | -3 | 0.5
Cc1ccc(C(=O)Oc2ccc(N3C(=O)CCC3=O)c(C)c2)cc1 | -2 | 4 | 2 | -6 | -3 | -2.9 | 8 | 0.0
C[C@@H]1CN([C@H](C)CO)C(=O)c2cc(C#Cc3cccnc3)cnc2O[C@@H]1CN(C)Cc1ccncc1 | 1 | -8 | 1 | 4 | -2 | 0.1 | 1 | -0.9
COc1ccc(/C=N/NC(=O)c2cc(-c3cccc(C)c3)nc3ccccc23)cc1O | x | -11 | 0 | x | 2 | -1.9 | x | 0.2
C=CCN1C[C@H](COC(=O)c2cccc(C)c2)Oc2cccc(F)c2S1(=O)=O | x | -4 | -2 | x | x | -1.6 | -8 | 0.2
Cc1ccc(S(=O)(=O)N(C)C[C@H]2Oc3ccc(NC(=O)c4ccncc4)cc3CC(=O)N([C@@H](C)CO)C[C@@H]2C)cc1 | -2 | -14 | x | 10 | x | 0.5 | 6 | -0.1
C[C@@H]1CN([C@@H](C)CO)C(=O)Cc2cc(NS(=O)(=O)c3cn(C)cn3)ccc2O[C@H]1CN(C)Cc1ccccc1 | 1 | 8 | -2 | -2 | 13 | -2.7 | 9 | 0.1
CCN(CC)c1ccc(N2C(=NC(=O)C3CC3)SC3CS(=O)(=O)CC32)cc1 (stereo not given) | -1 | -16 | 3 | 6 | 9 | -1.8 | 4 | 0.0
O=C(CN1C(=O)C(=O)c2ccccc21)OCN1C(=O)c2ccccc2C1=O | 3 | 2 | -1 | -7 | -5 | -3.6 | -9 | 0.0
CN(Cc1ccccc1)C(=O)CCn1c(=O)oc2ccccc21 | 28 | -5 | 6 | -4 | -5 | 0.3 | -1 | 0.1
COc1ccc(S(=O)(=O)N(C)C[C@@H]2Oc3ccc(NC(=O)CCN4CCOCC4)cc3CC(=O)N([C@H](C)CO)C[C@H]2C)cc1 | -1 | -11 | 2 | -5 | -13 | 0.5 | -5 | -0.2
O=C(N/N=C/c1ccc(Cl)cc1)c1n[nH]c2c1CCCC2 | x | 2 | 1 | x | 0 | 0.4 | 17 | 1.3
Clc1cccc(OCCOCCN2CCNCC2)c1Cl | x | 12 | 4 | -5 | x | 0.4 | 6 | -0.1
CCn1cc(C(=O)Nc2ccc(Oc3cccnc3)cc2)c2ccccc21 | x | -81 | 0 | x | x | -1.6 | -17 | 0.2
Cc1noc(C)c1S(=O)(=O)Nc1ccc2c(c1)C(=O)N([C@@H](C)CO)C[C@@H](C)[C@H](CN(C)Cc1ccc(C(=O)O)cc1)OCCCC[C@H](C)O2 | -4 | 10 | -6 | -5 | 4 | -1.6 | 14 | 0.2
C[C@@H]1CN([C@H](C)CO)C(=O)c2cc(NS(=O)(=O)c3ccc(Cl)cc3)ccc2O[C@H]1CN(C)S(C)(=O)=O | 0 | x | x | x | x | 1.8 | 7 | 0.2
CSc1ccccc1C(=O)Nc1ccccc1C | x | -23 | -2 | x | x | x | 12 | 0.2
(listing goes on)
SMILES | esBAF inh | RAD52 anneal inh | ERAP1 HTS inh | RAD54 branch | ARNT TACC3 PPI | F508del corr | GSIS activator | XiGFP reactiv
CCOc1cc(/C=C/C(=O)OCC(=O)NCCN2C(=O)CSC2=O)ccc1OCC(C)C | 21 | -13 | -3 | -3 | -4 | -7.8 | -24 | 0.0
CCN(CC(=O)Nc1c(F)cccc1F)C(=O)c1cccnc1SC | -5 | -25 | -1 | -6 | 1 | -0.8 | 21 | 0.0
O=C(NCc1cccs1)C1CCCN1C(=O)Nc1cccc(Cl)c1 (stereo not given) | -5 | -2 | -2 | x | -2 | -1.6 | 2 | 0.0
O=C1CN(S(=O)(=O)c2cccc(F)c2)C[C@H]2[C@H](c3ccc(-c4ccc(F)cc4)cc3)[C@H](CO)N12 | x | -25 | 0 | x | x | 0.1 | 6 | 0.3
CC=Cc1ccc2n(c1=O)C[C@H]1[C@H](CO)[C@@H](C(=O)N(C)C)[C@@H]2N1CC1CCCCC1 (mixture of isomers) | 2 | 5 | 0 | -4 | 22 | 0.1 | -1 | 0.0
COC(=O)c1ccc2c(C)c(C3(O)CCCCC3)[nH]c2c1 | 66* | -27 | x | 6 | -2 | 2.2 | -12 | 0.2
OC(c1ccccc1)C(O)C(c1ccccc1)N1CCCCC1 (stereo not given) | 1 | 5 | -1 | 4 | 1 | -4.8 | x | 0.0
C[C@@H]1CCCCO[C@@H](CN(C)C(=O)NC2CCCCC2)[C@H](C)CN([C@H](C)CO)C(=O)c2cc(N(C)C)ccc2O1 | -5 | -24 | x | 0 | x | -0.1 | -19 | 0.2
C[C@@H]1CN([C@H](C)CO)C(=O)c2cc(-c3ccc(F)cc3)cnc2O[C@@H]1CN(C)C(=O)c1ccccc1F | -1 | 12 | 1 | 1 | 3 | -0.3 | 13 | -0.5
CCC1Nc2ncnc(N3CCN(c4ccccc4)CC3)c2N(Cc2ccc(C)cc2)C1=O (stereo not given) | 5 | -27 | x | 7 | -7 | 1.7 | 4 | 0.2
Cn1ccnc1SCC(=O)Nc1cc(S(=O)(=O)N2CCOCC2)ccc1Cl | -7 | x | x | x | -4 | x | 3 | 1.3
C[C@@H]1CN([C@@H](C)CO)C(=O)c2cc(NS(=O)(=O)c3cn(C)cn3)ccc2O[C@@H](C)CCCCO[C@H]1CN(C)S(=O)(=O)c1cn(C)cn1 | -7 | -69 | 2 | 2 | 12 | -1.5 | 26 | 0.3

Rows are unselected; any-hit rate near 3.3%.
